All columns: NCI-60 one-dose screen, growth in % after 48 h at 10 µM unless noted; 100 = growth as untreated, 0 = no growth, -100 = all killed.
OVCAR-4 – OVCAR-4 ovarian cancer cells; 80,000 tested, 3.7% active
HT29 – HT29 colon cancer; 81,000 tested, 7.4% active
COLO 205 – COLO 205 colon cancer; 79,000 tested, 7.3% active
SW-620 – SW-620 colon cancer. 82,000 tested, 5.2% active. AID 1794795
HCT-116 – HCT-116 colon cancer; 82,000 tested, 7.3% active; AID 1794798
HCT-15 – HCT-15 colon cancer; 82,000 tested, 5.2% active
KM12 – KM12 colon cancer cells. 82,000 tested, 5% active. AID 1794800
IGROV1 – IGROV1 ovarian cancer | 79,000 tested, 4.7% active | AID 1794786
SK-OV-3 – SK-OV-3 ovarian cancer cells. AID 1794785. 80,000 tested, 3.2% active
* hit, by the source's call; . = no result given; & = joins results of further samples; [ ] = another dose, or the depositor's remark. The calls were made as follows: active = growth percent below 10; inactive = the rest. An excerpt, so the mix of outcomes need not match the whole.

SMILES	OVCAR-4	HT29	COLO 205	SW-620	HCT-116	HCT-15	KM12	IGROV1	SK-OV-3
C=CC(=O)Nc1cccc(Nc2nc(Nc3ccc(N4CCN(C(C)=O)CC4)cc3OC)ncc2C(F)(F)F)c1	10.5	-7.0*	-37.4*	2.6*	12.0	5.0*	15.7	-29.9*	-18.0*
O=C(/C=C/c1ccc(Cl)cc1Cl)c1ccc(Cl)nc1	93.5	90.7	111.0	92.1	43.4	86.2	96.4	91.8	113.6
CC(=O)Nc1ccc(C(=O)/C=C/c2ccc(N(C)C)cc2)cc1	108.9	91.3	106.3	110.5	101.6	94.1	97.7	95.4	101.0
COCCCOc1cc(C[C@@H](C[C@H](N)[C@@H](O)C[C@H](C(=O)NCC(C)(C)C(N)=O)C(C)C)C(C)C)ccc1OC	100.8	105.6	111.6	105.4	100.5	111.2	108.6	110.8	113.3
C=C1CC[C@@H]2C(C)(C)C(=O)CC[C@@]2(C)[C@@H]1COc1ccc2ccc(=O)oc2c1	79.0	87.8	109.2	105.0	88.6	94.7	96.3	93.6	.
C[C@@H]1CC2C3C[C@H](F)C4=CC(=O)C=C[C@]4(C)[C@@]3(F)[C@@H](O)C[C@]2(C)[C@@]1(O)C(=O)COC(=O)C(C)(C)C (stereo partly specified)	88.5	91.6	115.0	111.6	93.1	93.1	113.9	94.1	79.0
c1cc(OCCN2CCCCC2)cc(-c2n[nH]c3ccc(-c4ncn[nH]4)cc23)c1	62.7	21.0	6.0*	35.6	28.7	79.7	39.6	30.9	31.8
Cc1ccc(NC(=O)Nc2ccc3nc(NS(=O)(=O)c4ccc5ccccc5c4)sc3c2)cc1Cl	98.7	114.2	110.1	107.1	108.1	103.9	103.4	95.1	108.5
CCCCSc1nc(NC(=O)CN2CCN(c3cc4c(cc3F)c(=O)c(C(=O)O)cn4C3CC3)CC2)cc(=O)[nH]1	99.3	117.8	114.9	103.2	93.7	98.4	103.4	98.6	109.5
COc1ccc(-c2cc3c(C)nc(N)nc3n(C3CCC(OCCO)CC3)c2=O)cn1 (stereo unspecified)	-7.6*	1.2*	-61.1*	7.6*	7.9*	3.4*	5.5*	-36.9*	-49.9*
C[C@H](CCC(=O)O)[C@H]1CCC2C3C(CC[C@@]21C)[C@@]1(C)CC[C@@H](O)C[C@H]1C[C@@H]3O (stereo partly specified)	105.1	118.1	117.9	106.6	109.5	94.8	105.6	110.8	117.5
Nc1nnc(-c2c[nH]c3ccccc23)c(-c2c[nH]c3ccccc23)n1	101.8	111.1	110.3	96.8	90.4	91.9	85.6	64.2	95.9
Cn1c(=O)c2c(ncn2CC2OCCO2)n(C)c1=O	110.7	100.0	114.3	106.5	101.0	97.5	103.6	116.9	113.0
COc1ccc(/C=C/C(C)=N/OC(C)C(=O)O)cc1 (stereo unspecified)	109.7	93.3	103.0	104.7	102.9	99.1	105.1	100.5	97.5
Cn1cc(-c2nnc(N)nc2-c2cn(C)c3ccc(Br)cc23)c2ccccc21	103.1	98.8	113.8	100.9	95.3	96.1	91.0	92.5	118.0
C[C@@H]1COCCN1c1cc(C2([S@](C)(=N)=O)CC2)nc(-c2ccnc3[nH]ccc23)n1	30.3	13.4	42.3	43.7	35.5	31.7	21.4	17.7	4.2*
Cc1cc(Nc2ncc(Cl)c(Nc3ccccc3S(=O)(=O)C(C)C)n2)c(OC(C)C)cc1C1CCNCC1	-89.2*	-88.1*	-88.2*	-92.7*	-97.5*	-86.4*	-95.8*	-72.2*	-32.2*
COc1ccc(C2NC(=S)NC(C)=C2C(=O)Nc2ccc(S(N)(=O)=O)cc2)cc1O (stereo unspecified)	106.5	109.0	121.7	115.1	105.9	98.2	105.0	113.2	112.6
Cn1cc(-c2nnc(N)nc2-c2c[nH]c3ccccc23)c2cc(Br)ccc21	93.7	72.5	96.7	83.3	77.5	76.8	84.7	50.0	115.7
C[C@@H]1COC(Nc2ccc3ncnc(Nc4ccc(OCc5nccs5)c(Cl)c4)c3c2)=N1	25.3	14.8	-10.0*	76.8	30.1	29.2	18.5	0.9*	-3.9*
CC1COc2c(N3CCN(C)CC3)c(F)cc3c(=O)c(C(=O)O)cn1c23 (stereo unspecified)	107.1	102.3	106.9	103.1	98.0	110.9	112.1	110.5	103.4
CC(C)c1cc(CNc2nc(Nc3cc(C4CC4)[nH]n3)cc(N3CCN(C)CC3)n2)on1	-8.1*	0.1*	-69.6*	7.6*	3.5*	6.8*	4.4*	8.3*	0.4*
COc1cccc([C@@H]2C[C@@H]3Cc4cc(Br)c5ccccc5c4N2O3)c1	83.4	.	112.9	96.1	78.9	.	102.4	101.8	96.5
COc1cc2c(cc1OC)C(=O)C(CC1CCN(Cc3ccccc3)CC1)C2 (stereo unspecified)	100.6	79.8	73.0	106.5	98.2	102.5	110.1	106.1	108.5
Cc1cc(OCc2nnc(SC3CCCC3)n2-c2cccnc2)ccc1-c1ccc(S(C)(=O)=O)cc1	61.9[1 µM]	79.1[1 µM]	90.9[1 µM]	85.9[1 µM]	48.5[1 µM]	87.7[1 µM]	73.5[1 µM]	89.9[1 µM]	77.4[1 µM]
The list continues:
SMILES	OVCAR-4	HT29	COLO 205	SW-620	HCT-116	HCT-15	KM12	IGROV1	SK-OV-3
Cn1c(=O)c2[nH]c(Br)nc2n(C)c1=O	117.7&101.3	110.4&106.2	121.4&100.8	105.2&113.8	109.4&104.7	102.8&95.8	101.6&102.7	110.4	129.5&91.8
Cc1cc(Nc2cc(N3CCN(C)CC3)nc(Sc3ccc(NC(=O)C4CC4)cc3)n2)n[nH]1	77.0	0.8*	-29.3*	19.3	18.3	40.2	6.4*	30.7	27.6
Cn1cc(-c2nnc(-c3ccccc3)o2)c2cccnc21	91.1	90.8	106.2	90.9	94.1	90.5	95.3	60.1	.
CC[N+](C)(CC)CCOC(=O)C(O)(c1ccccc1)C1CCCCC1 (stereo unspecified)	97.1	98.9	.	100.8	99.8	86.8	100.9	85.8	101.9
c1ccc(CC2=NCCN2)cc1	126.7	112.9	114.4	112.2	107.2	111.8	114.5	106.7	112.0
Cc1c(NC(=O)c2cccnc2)c(=O)n(-c2ccccc2)n1C	105.0	109.6	98.8	101.8	109.4	105.3	99.9	113.3	97.5
C[C@@H](Oc1cc(-n2cnc3ccc(CN4CCN(C)CC4)cc32)sc1C(N)=O)c1ccccc1C(F)(F)F	33.8	4.6*	-17.1*	13.6	17.6	6.5*	10.3	16.8	-2.7*
COc1ccc(/C=C/C(=O)Nc2ccccc2C(=O)O)cc1OC	100.5	97.6	108.2	102.7	96.9	100.3	.	108.4	104.7
O=C(Nc1ccc(Oc2ccc(Cl)c(F)c2)cc1)c1ccc2nc(NS(=O)(=O)c3ccc4ccccc4c3)sc2c1	82.7	99.8	106.2	100.6	92.5	96.0	96.5	86.7	91.7
Cc1cc(-c2ccccc2)nnc1NCCN1CCOCC1	101.1	103.9	109.6	106.8	104.4	103.4	103.2	103.6	115.3
CCCn1cnc2c1c(=O)n(CCCCC(C)=O)c(=O)n2C	97.1	95.8	104.1	97.7	96.8	102.8	113.8	97.6	95.1
O=C(O)c1ccc[n+]([O-])c1	100.0&116.9	104.3&111.0	128.6&118.8	95.3&110.3	100.3&103.6	104.5&108.3	116.6&112.5	164.0&111.0	101.9&102.2
CC(=O)NC(Cc1ccccc1)C(=O)O (stereo unspecified)	107.0&100.6	101.6&96.1	110.7&110.6	107.5&97.7	106.1&101.6	103.6&97.5	115.4&105.2	102.8&100.5	106.6&103.1
O=C(COc1ccc(Cl)cc1)NCCO	99.4	101.8	109.9	92.8	109.8	106.7	98.8	101.5	107.4
CCOc1ccccc1C(N)=O	85.7	92.5	106.9	100.9	98.7	98.2	103.0	100.6	103.3
CC(/C=C/c1ccccc1)=N\OCC(=O)Nc1ccccc1	82.2	110.6	100.8	105.5	87.0	97.6	101.9	87.7	87.0
c1ccc(CN(CC2=NCCN2)c2ccccc2)cc1	.	100.0	102.7	109.5	102.5	101.9	106.6	105.8	97.1
C[C@]12CCc3c(ccc4cc(O)ccc34)[C@@H]1CC[C@H]2O	96.1	103.9	108.2	99.1	102.0	93.4	98.1	109.8	121.4
COc1ccc(NC(=O)CSc2nc(NC(=O)CN3CCN(c4cc5c(cc4F)c(=O)c(C(=O)O)cn5C4CC4)CC3)cc(=O)[nH]2)cc1	96.6	106.4	107.1	99.3	105.4	95.0	102.0	100.0	108.7
COc1ccc(C(=O)NCc2ccc(OCCN(C)C)cc2)cc1OC	107.1	102.0	116.6	102.5	99.9	101.8	104.6	116.9	114.6
CNC(=O)CN1CCC(Oc2cc3c(Nc4cccc(Cl)c4F)ncnc3cc2OC)CC1	70.5	36.8	61.3	71.5	54.7	66.8	81.4	-25.2*	-22.4*
COC(=O)c1ccc(O)cc1	114.1	99.6	109.1	104.0	100.6	105.7	103.5	105.0	107.8
Nc1nnc(-c2c[nH]c3ccc(Br)cc23)c(-c2c[nH]c3ccc(Br)cc23)n1	92.8	116.8	115.0	101.1	96.5	96.3	86.3	61.6	106.3
O=C(Nc1ccc(OC(F)(F)F)cc1)c1sccc1NCc1ccnc2ccccc12	88.0	62.1	81.7	97.6	52.0	85.0	88.5	58.5	61.0
O=C(CCNNC(=O)c1ccncc1)NCc1ccccc1	96.3	105.1	.	96.0	105.5	81.8	97.5	92.3	103.7

Copied from the list.
Entry for O=C(O)c1ccc[n+]([O-])c1 in HT29: 104.3&111.0
Entry for Cn1cc(-c2nnc(-c3ccccc3)o2)c2cccnc21 in HT29: 90.8

(more compounds)
SMILES	OVCAR-4	HT29	COLO 205	SW-620	HCT-116	HCT-15	KM12	IGROV1	SK-OV-3
COC(=O)C(C)(C)C1Oc2ccc(F)cc2C(=O)/C1=C\O (stereo unspecified)	109.4	93.9	101.8	101.8	108.4	108.5	99.8	98.5	101.7
CC1=CC(=O)NS(=O)(=O)O1	86.9	99.1	114.3	96.9	94.0	104.6	107.7	106.3	110.1
O=C1c2c(O)cccc2C(C2OC(CO)C(O)C(O)C2O)c2cc(CO)cc(O)c21 (stereo unspecified)	122.7	96.4	108.4	89.3	97.7	106.4	106.9	102.3	94.0
COc1ccccc1N1CCN(CCCNc2cc(=O)n(C)c(=O)n2C)CC1	102.4	104.4&101.9	103.1&105.0	106.3&102.7	107.1&101.0	84.5&101.3	117.2&116.4	99.6	107.2&99.5
NS(=O)(=O)c1cccc(N2C(=O)CCC2=O)c1	98.3	97.5	118.8	104.6	102.5	97.4	104.4	102.9	104.8
CC(=O)[C@H]1CCC2C3C[C@H](C)C4=CC(=O)CC[C@]4(C)C3[C@@H](O)C[C@@]21C (stereo partly specified)	102.2	94.9	104.8	111.2	97.2	109.9	104.5	90.8	80.8
O=C(c1ccc(F)cc1)C1CCN(CCn2c(=O)[nH]c3ccccc3c2=O)CC1	108.7	98.4	102.6	102.3	109.8	104.6	103.6	111.0	101.9
CC(C)(C)c1ccc2c(c1)C(=O)N(c1cccc(S(N)(=O)=O)c1)C2=O	107.2	94.0	112.0	100.4	94.9	103.5	99.3	102.9	115.5
C1CCC(C(CC2CCCCN2)C2CCCCC2)CC1 (stereo unspecified)	28.8	-53.8*	-63.6*	-84.6*	-94.1*	25.0	-54.1*	6.7*	-52.3*
CN1CCN(C(c2ccccc2)c2ccccc2)CC1	101.4&107.4	103.0&99.4	114.0&111.6	107.3&115.3	100.5&106.6	104.4&101.4	108.9&105.8	121.4&115.4	117.4&106.7

Quoted at random: six entries already listed.
SMILES	OVCAR-4	HT29	COLO 205	SW-620	HCT-116	HCT-15	KM12	IGROV1	SK-OV-3
C1CCC(C(CC2CCCCN2)C2CCCCC2)CC1 (stereo unspecified)	28.8	-53.8*	-63.6*	-84.6*	-94.1*	25.0	-54.1*	6.7*	-52.3*
COC(=O)C(C)(C)C1Oc2ccc(F)cc2C(=O)/C1=C\O (stereo unspecified)	109.4	93.9	101.8	101.8	108.4	108.5	99.8	98.5	101.7
COc1ccccc1N1CCN(CCCNc2cc(=O)n(C)c(=O)n2C)CC1	102.4	104.4&101.9	103.1&105.0	106.3&102.7	107.1&101.0	84.5&101.3	117.2&116.4	99.6	107.2&99.5
CC(C)(C)c1ccc2c(c1)C(=O)N(c1cccc(S(N)(=O)=O)c1)C2=O	107.2	94.0	112.0	100.4	94.9	103.5	99.3	102.9	115.5
O=C(c1ccc(F)cc1)C1CCN(CCn2c(=O)[nH]c3ccccc3c2=O)CC1	108.7	98.4	102.6	102.3	109.8	104.6	103.6	111.0	101.9
O=C1c2c(O)cccc2C(C2OC(CO)C(O)C(O)C2O)c2cc(CO)cc(O)c21 (stereo unspecified)	122.7	96.4	108.4	89.3	97.7	106.4	106.9	102.3	94.0
